# LEDGF integ inh: blockers of LEDGF/p75-dependent integrase strand transfer – biochemical, TR-FRET, high throughput, primary screen. HIV-1 integrase (with human LEDGF/p75). inhibition, % at 3.7 µM. actives 0.64% (n = 370,000). TR-FRET IN-LEDGF/p75 DNA integration, Eu/Cy5. AID 743269, 2014;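 active = inhibition above the screen-wide mean plus 3 SD, cut at about 13% in these data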;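 note: signal is the Cy5 over europium emission ratio at 671 and 618 nm; 0% = plate median of compound wells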
# DDE Tn7 FP inh: inhibitors of Tn7 peptide binding to fibrin DD(E), primary screen, biochemical, fluorescence polarization, human fibrin, Tn7 probe; FP displacement of FITC-Tn7 peptide from fibrin DD(E); 0% = median of compound wells per plate; AID 720508, 2013; inhibition, % at 8.3 µM; actives 0.13% (n = 370,000);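 active = inhibition above the mean of compounds falling within the control limits plus 3 SD of them, cut at about 14% in these data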;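 note: 0% = plate median of compound wells and 100% = 10 µM Aha-Tn7 peptide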
#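 system = human fibrin DD(E) protein | quantity = DD(E) 2 µM final | medium = Tris/NaCl/CaCl2 buffer, pH 7.8 | also added = labelled Tn7 tracer, 0.1 µM | compound dosing = single point at 8.3 µM | timing = compound with protein 10 min, then 3 h after probe, room temperature | signal = FP measurement | benchmarks = Aha-Tn7 high control | repeats = one replicate per compound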
# Tn6 DDE FP: inhibitors of Tn6 peptide binding to fibrin DD(E), primary screen, biochemical, fluorescence polarization, human fibrin, Tn6 probe; inhibition, % at 8.3 µM; actives 0.21% (n = 370,000); Fibrin DD(E) TRITC-Tn6 fluorescence polarization displacement; Fibrinogen beta chain (Homo sapiens), P02675;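 active = inhibition above a per-campaign cutoff: mean of compounds within control limits plus 3 SD, cut at about 15% in these data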;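 note: 0% = median of all compound wells on the plate and 100% = blocking peptide control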
# KLK7 zymogen act: proKLK7 zymogen activators, primary screen, biochemical, fluorescence intensity | purified proKLK7, EDANS-DABCYL substrate fluorescence; 100% is mature enzyme control, 0% vehicle | activation, % at 7 µM | Kallikrein-7 (Homo sapiens), P49862 | AID 652039, 2013 | actives 0.9% (n = 370,000);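 active = activation above the mean of all tested compounds plus 3 SD, computed per campaign excluding outliers beyond control limits, cut at about 13% in these data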
# Target sequence (P49862 whole entry, looked up): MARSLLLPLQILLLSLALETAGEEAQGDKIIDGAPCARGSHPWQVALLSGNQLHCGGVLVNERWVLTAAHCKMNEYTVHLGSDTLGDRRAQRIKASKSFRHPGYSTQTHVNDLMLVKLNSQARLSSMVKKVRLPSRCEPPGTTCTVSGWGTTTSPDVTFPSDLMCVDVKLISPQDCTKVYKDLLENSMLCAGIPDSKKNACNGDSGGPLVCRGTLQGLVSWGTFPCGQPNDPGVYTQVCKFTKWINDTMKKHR
# PRMT1 FP inh: PRMT1 methyltransferase inhibitors, primary screen, biochemical, fluorescence polarization | Protein arginine N-methyltransferase 1 (Homo sapiens), Q99873 | recombinant PRMT1, activity-based probe fluorescence polarization | inhibition, % at 2.79 µM | actives 1.3% (n = 370,000);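 active = inhibition above about 21% made by adding two undisclosed values, limit read from the data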
# TCR CD3 inh: inhibitors of human TCR-CD3 interaction, primary screen, biochemical, fluorescence, TAMRA-labeled TCR probe; inhibition, % at 9.4 µM; actives 0.37% (n = 360,000); T-cell receptor (TCR); in the data active = inhibition above about 19%;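 note: recombinant mutant TCR 2C K166C tagged with TAMRA read by polarization; 0% = receptor in buffer alone and 100% = receptor with positive control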
# UHRF1 binding: UHRF1 methylated DNA binding inhibitors, primary screen, counter-screen for MBD2 inhibitor project, biochemical, TR-FRET, human UHRF1, single concentration; E3 ubiquitin-protein ligase UHRF1 (Homo sapiens), Q96T88; UHRF1 binding to methylated oligo; inhibition, % at 4.4 µM; actives 0.75% (n = 370,000); in the data active = inhibition above about 21%;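 note: UHRF1 SRA domain binding a hemimethylated CpG hairpin DNA probe; 0% = median of test compound wells and 100% = reference inhibitor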
# TDP2 absorb: human TDP2 enzyme inhibitors, primary screen, biochemical, epi absorbance, recombinant enzyme. AID 720702, 2013. T5PNP hydrolysis, p-nitrophenol absorbance 415 nm. inhibition, % at 12.8 µM. actives 0.34% (n = 370,000);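 active = inhibition above the mean of all tested compounds plus 3 SD, set per campaign, cut at about 25% in these data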;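 note: 0% = DMSO with enzyme and 100% = buffer with substrate but no TDP2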
# Target sequence (O95551 whole entry, looked up): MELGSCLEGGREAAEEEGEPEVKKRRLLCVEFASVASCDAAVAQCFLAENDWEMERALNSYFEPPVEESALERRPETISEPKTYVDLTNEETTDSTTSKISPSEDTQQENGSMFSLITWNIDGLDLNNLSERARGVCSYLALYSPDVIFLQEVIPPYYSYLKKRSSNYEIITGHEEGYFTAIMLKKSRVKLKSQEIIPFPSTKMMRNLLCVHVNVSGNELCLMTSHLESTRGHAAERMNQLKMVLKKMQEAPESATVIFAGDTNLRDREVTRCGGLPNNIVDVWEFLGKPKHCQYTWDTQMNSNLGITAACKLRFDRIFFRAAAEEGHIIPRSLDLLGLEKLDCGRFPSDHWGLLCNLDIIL
#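 Test system: Human TDP2 enzyme | Reagent: 5 mM T5PNP | Compound dosing: 12.8 µM single point, 1% DMSO | Incubation: Enzyme reaction with compound for 2 h at 37 °C | Technique: p-Nitrophenol epi absorbance | Read-out: % inhibition relative to enzyme-containing and enzyme-free wells | Benchmarks: High control without enzyme, low control DMSO plus TDP2 | Replicates: Singlicate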
# SIAE primary: human SIAE inhibitors, primary screen, biochemical, fluorescence polarization, FP-Rh probe, 1536-well HTS | AID 1053197, 2014 | Sialate O-acetylesterase (Homo sapiens), Q9HAT2 | inhibition, % at 9.66 µM | actives 0.69% (n = 370,000) | SIAE FP-Rh probe binding;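 active = inhibition above a cutoff: mean of compounds within the control limits plus 3 SD of those, cut at about 17% in these data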;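 note: 0% = plate median of compound wells and 100% = probe without SIAE protein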
# MBD2 inh: inhibitors of MBD2 binding to methylated DNA, primary screen, biochemical, TR-FRET, DNA-binding domain, human; Methyl-CpG-binding domain protein 2 (Homo sapiens), Q9UBB5; MBD2 binding to methylated oligonucleotide; inhibition, % at 4.4 µM; actives 0.31% (n = 370,000); in the data active = inhibition above about 13%
# Target sequence (Q9UBB5 whole entry, looked up, the tested form may be a part): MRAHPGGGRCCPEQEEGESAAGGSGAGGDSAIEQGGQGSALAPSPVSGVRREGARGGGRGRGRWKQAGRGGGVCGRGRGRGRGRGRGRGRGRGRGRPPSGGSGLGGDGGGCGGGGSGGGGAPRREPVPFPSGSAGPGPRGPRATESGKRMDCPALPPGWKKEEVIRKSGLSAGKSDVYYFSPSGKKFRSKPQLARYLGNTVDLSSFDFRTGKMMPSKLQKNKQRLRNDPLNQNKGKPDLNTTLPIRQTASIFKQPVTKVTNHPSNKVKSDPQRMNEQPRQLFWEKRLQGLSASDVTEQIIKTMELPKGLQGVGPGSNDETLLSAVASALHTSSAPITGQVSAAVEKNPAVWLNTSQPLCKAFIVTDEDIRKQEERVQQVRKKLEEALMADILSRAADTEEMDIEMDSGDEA
# Starred values were filed as active, the others as inactive; nt = no result given; & = joins results of further samples.
SMILES,LEDGF integ inh,DDE Tn7 FP inh,Tn6 DDE FP,KLK7 zymogen act,PRMT1 FP inh,TCR CD3 inh,UHRF1 binding,TDP2 absorb,SIAE primary,MBD2 inh
Cc1ccccc1NC(=S)N(Cc1cccs1)C1CCCCC1,1.1,-5.9,4.9,0.3,-7.1,6.6,1.1,-10.6,2.6,-2.2
COc1ccc(NC(=O)c2ccc(CNc3c(NC4CCCCC4)c(=O)c3=O)cc2)cc1OC,0.8&-1.3,-13.6&-4.8,-13.5&-2.1,-0.6&-0.3,1.2&2.1,1.0&-9.1,1.6&0.9,-4.9&0.1,-3.6&3.5,1.6&0.1
COc1ccc(-c2nnc(SCC(=O)c3cccs3)o2)c(OC)c1,-1.4,6.3,-3.5,0.1,-1.8,2.0,-1.6,-2.9,-2.2,2.6
COC(=O)C1CC2=C(CCCC2=O)N(c2ccccc2)C1=O (configuration not stated),4.2,4.8,5.1,-0.1,-4.4,3.7,-2.6,10.3,2.6,-4.8
Cc1onc(-c2ccccc2)c1C(=O)OCC(=O)Nc1ccc(OC(F)(F)F)cc1,-3.0,-0.3,2.8,0.4,-0.3,2.2,-0.8,2.2,-41.6,0.9
Cc1ccc(-c2noc(CNS(=O)(=O)c3ccccc3)n2)cc1,-3.2,-0.8,-1.7,0.3,1.9,2.7,-0.7,11.5,-2.6,6.0
CC(=O)C[C@@H]1OC2CCCCC2N1S(=O)(=O)c1ccc(C)cc1 (some centres not stated),-1.8,3.3,11.8,0.6,4.4,7.3,1.1,1.8,-3.2,1.3
O=C(CCn1c(=O)[nH]c2ccsc2c1=O)N1CCN(Cc2ccc3c(c2)OCO3)CC1,-1.1,0.8,2.6,-0.4,2.5,6.5,-1.6,2.2,-0.1,-2.2
CCc1nc2c(OCC3CCCCC3)cccn2c1N(C=O)Cc1ccc(OC)cc1,4.5,-5.8,-0.4,0.6,-1.1,1.7,0.2,-3.9,5.6,-2.7
CC(=O)Nc1ccc(S(=O)(=O)NNC(=O)C(=O)NNc2ccccn2)cc1,-5.6,-4.1,3.3,0.7,-5.0,-1.8,2.1,-0.1,-0.3,2.7
COc1ccc(S(=O)(=O)N2CCN(C(=O)c3ccc([N+](=O)[O-])o3)CC2)cc1,1.1,-4.5,2.3,-0.8,-1.1,-10.3,6.6,-16.4,16.4,-5.5
COc1ccccc1OCC(=O)NCc1ccco1,2.6,3.0,-4.9,0.5,1.3,-0.9,-3.6,17.6,3.0,-4.0
CCOc1ccc(N2C(=O)c3ccc(C(=O)OCC(=O)N(CC)C4CCS(=O)(=O)C4)cc3C2=O)cc1 (configuration not stated),2.6,0.3,-1.7,0.7,-5.3,3.5,-3.2,10.3,-24.6,2.0
Cn1ccnc1SCC(=O)c1ccc(Br)cc1,0.3,-5.8,-9.0,0.1,1.9,10.6,-3.6,1.2,9.0,-3.9
CNC(=S)N(CCc1c(C)[nH]c2ccc(OC)cc12)Cc1cc(OC)c(OC)c(OC)c1,-0.6,0.7,2.7,0.8,1.5,8.7,-5.1,6.8,8.1,2.0
CC(C)C1Cc2c(sc3ncnc(NN)c23)CO1 (configuration not stated),-2.2,-2.0,-11.2,-0.3,4.8,-2.0,1.7,-19.2,-4.0,2.5
CCC(c1nnc(SCC(=O)Nc2cccc(S(N)(=O)=O)c2)n1Cc1ccccc1)N(C)C (configuration not stated),0.6,0.9,-4.2,1.1,4.3,-7.8,3.1,-6.6,-11.2,7.2
C=CCNC(=O)C(=O)NCC1CCCN1CC (configuration not stated),-1.9,-2.7,4.3,-0.4,1.3,14.4,-0.8,-12.2,-2.5,-6.2
COc1ccc(-c2nnc3n2N=C(c2cccc([N+](=O)[O-])c2)CS3)cc1,-0.7,5.3,-14.0,0.2,12.7,nt,4.3,-8.4,-5.8,8.7
C=CCn1c(SCC(=O)N(C(C)CC)C2CCS(=O)(=O)C2)nc2ccccc2c1=O (configuration not stated),0.7,-3.5,5.4,0.1,1.0,4.7,0.3,18.0,6.5,1.1
COc1ccc(OC)c(CN(CC(C)C)S(=O)(=O)c2ccccc2Br)c1,-1.9,4.7,-8.8,0.8,-1.9,3.2,-1.7,6.6,-3.3,-4.5
O=C(OCC(=O)c1c[nH]c2ccccc12)C1=COCCO1,-2.7,3.9,-4.8,0.0,0.4,5.5,3.5,7.0,-4.4,-1.8
COc1ccc(CCN2CC(C(=O)Nc3ccccc3F)CC2=O)cc1OC (configuration not stated),1.8,3.6,5.9,-0.3,3.1,0.7,-1.2,16.1,-8.1,-3.1
CC1SC(=Nc2ccccc2)N(S(=O)(=O)c2ccccc2)C1=O (configuration not stated),1.6,4.9,2.2,0.0,6.7,1.2,2.5,3.0,-6.7,-2.4
Cc1noc(NS(=O)(=O)c2ccc(NC(=O)c3cnc4scc(C)n4c3=O)cc2)c1C,-2.7,-1.1,-5.1,-0.3,-3.3,-0.6,-0.3,2.6,-14.5,-5.0

# Further results.
SMILES,LEDGF integ inh,DDE Tn7 FP inh,Tn6 DDE FP,KLK7 zymogen act,PRMT1 FP inh,TCR CD3 inh,UHRF1 binding,TDP2 absorb,SIAE primary,MBD2 inh
CCOc1cc(S(=O)(=O)NCc2ccc3c(c2)OCO3)ccc1F,-3.0,5.2,0.9,-0.2,1.2,6.0,0.4,8.4,2.9,-6.0
CCCCC(NC(=O)Cc1c(C)c2cc3c(-c4ccccc4)coc3c(C)c2oc1=O)C(=O)O (configuration not stated),7.2,0.6,-6.4,3.4,1.7,7.4,-0.4,-7.8,-21.3,0.8
CC1(C)CCCC2=C1CC1C(=O)N(N)C(=O)C1C2 (configuration not stated),-2.3,-0.8,7.8,0.1,-0.8,8.4,2.9,18.5,-0.2,1.0
COc1cc(CNCCO)cc(Cl)c1OCc1ccc(Cl)cc1Cl,-2.6,1.1,2.9,0.6,0.6,3.3,-0.7,-1.8,0.4,-4.5
Cc1cc(C)nc(SCc2cn3c(C)cccc3n2)n1,-2.4,4.4,-4.0,0.1,3.8,0.3,0.7,13.9,6.1,7.2
COc1cc(COCC(O)CN2CCN(Cc3ccc4c(c3)OCO4)CC2)cc(OC)c1OC (configuration not stated),0.2,-5.6,2.8,-0.2,2.5,0.8,-0.8,9.3,-4.1,4.9
Cc1nn(C)c(C)c1S(=O)(=O)NCCc1ccc(Cl)cc1,-0.1,4.4,-0.2,0.4,-0.6,6.2,-0.8,0.8,-6.0,-2.1
CCOC(=O)[C@]12CCCC=C1N(Cc1ccc3c(c1)OCO3)C(=O)[C@H](CC(=O)NCc1cccs1)C2,-1.5,6.3,-3.5,0.2,8.2,-5.0,4.8,-9.7,-3.8,7.5
COc1cccc(N2CC(=O)N(NC(=O)c3sc4nc(C)cc(C)c4c3N)CC2=O)c1,3.5,-0.4,1.9,56.3*,-1.1,1.8,-1.2,2.0,-1.0,2.8
COc1ccc(C2C(C(C)=O)=C(C)Nc3ncnn32)cc1OC (configuration not stated),-0.8,-0.4,2.1,0.2,1.6,-6.6,-2.2,-1.4,-2.8,-2.1
Cc1c(C#N)c2ccccc2n1CC(=O)NC(C)c1ccccc1 (configuration not stated),-0.6,4.0,-2.7,-0.4,0.3,-7.6,2.2,-4.7,1.1,-1.1
Cc1ccc(N(C=NC#N)CC(=O)N2CCN(c3ccccc3)CC2)cc1,-1.6,8.3,-8.8,0.5,-3.2,5.6,0.5,-3.3,-3.4,-4.6
CN(C(=O)COC(=O)c1ccccc1Nc1ccccc1)C1CCS(=O)(=O)C1 (configuration not stated),6.2,3.6,0.2,0.1,6.0,2.6,8.4,1.6,4.7,6.0
C/C=C/c1cc(CN2CCN(c3ccccc3)CC2)c(O)c(OC)c1,1.3,-2.6,-1.7,-1.0,-3.0,-5.2,-0.7,5.8,5.3,3.5
CC(C)(C)c1ccc(S(=O)(=O)NC(=O)C2(C)CCN2C(=O)Cc2cccs2)cc1 (configuration not stated),0.1,2.1,7.6,0.1,-1.1,3.7,1.0,0.4,3.7,1.2
O=C(CC1CCCCC1)Nc1nc2ccccc2s1,-1.9,3.6,-7.2,-0.8,2.8,-5.5,7.9,-7.6,-3.8,10.8
CCn1cc(/C=C(\NC(=O)c2ccc(OC)c(OC)c2)C(=O)NCCCO)c2ccccc21,0.1,8.6,0.2,0.4,2.6,-2.2,3.2,5.1,1.4,-2.7
CCN=C1SC(CC(=O)NCC)C(=O)N1CC (configuration not stated),-1.4,4.2,3.4,-0.3,-0.7,7.6,5.3,6.0,5.1,3.4
COc1ccc(Nc2nc3ccccc3nc2NS(=O)(=O)c2ccc(NC(C)=O)cc2)cc1,-2.6,5.5,-4.6,0.1,-0.2,-4.7,1.2,0.7,-0.9,2.0
CC(C)C(=O)NCCc1nc2ccccc2n1CCOc1ccccc1,0.8,0.5,15.4*,-0.9,-0.8,3.0,4.9,-4.7,-6.9,1.4
COc1ccccc1-c1oc2ccccc2c1C#CCO,-3.7,4.2,-2.3,-0.2,-1.0,2.2,9.6,5.4,3.8,3.2
COc1cc2c(cc1OC)C(=O)N1[C@H]3c4ccccc4OC[C@@H]3[C@H](c3ccccc3)[C@]1(C)C(=O)N2,-0.8,7.2,0.1,-0.1,-1.2,-0.1,1.6,-3.7,-8.3,-3.1
NC(=O)C1CCN(C(=S)c2ccc(-c3ccc(Br)cc3)o2)CC1,-0.3,0.2,7.2,0.3,45.6*,-4.3,0.9,-4.7,-1.1,1.6

# Exported with two lines to a compound: three of the compounds above
# Each structure is followed by: LEDGF integ inh, DDE Tn7 FP inh, Tn6 DDE FP, KLK7 zymogen act, PRMT1 FP inh, TCR CD3 inh, UHRF1 binding, TDP2 absorb, SIAE primary, MBD2 inh
- CCOc1cc(S(=O)(=O)NCc2ccc3c(c2)OCO3)ccc1F
  -3.0, 5.2, 0.9, -0.2, 1.2, 6.0, 0.4, 8.4, 2.9, -6.0
- CCCCC(NC(=O)Cc1c(C)c2cc3c(-c4ccccc4)coc3c(C)c2oc1=O)C(=O)O (configuration not stated)
  7.2, 0.6, -6.4, 3.4, 1.7, 7.4, -0.4, -7.8, -21.3, 0.8
- CC1(C)CCCC2=C1CC1C(=O)N(N)C(=O)C1C2 (configuration not stated)
  -2.3, -0.8, 7.8, 0.1, -0.8, 8.4, 2.9, 18.5, -0.2, 1.0
